Screening results as filed in PubChem.
PTAP TSG101 blk: blocks PTAP/TSG101 interaction to inhibit HIV-1 budding; Potency, µM (titrated, usually from 115 µM), without a hit: at the highest dose activity change, negative = inhibition, usual class: inhibitors; Q99816; Fluorescence polarization, FITC-PTAP peptide / Tsg101 binding; 340,000 tested, under 10 active; AID 493005; active means well fitted inhibition curve with a large enough effect in the main read-out, with a control signal flat, not every such curve was filed as active; inconclusive means small, poorly fitted or top-dose-only effect, or effect the other way, or a change in a side signal; inactive means no such curve, though single readings can be large or run the other way; further: potency means the concentration at half of the fitted maximal effect; % of control where 0% means no effect
Target sequence (Q99816 whole entry, looked up): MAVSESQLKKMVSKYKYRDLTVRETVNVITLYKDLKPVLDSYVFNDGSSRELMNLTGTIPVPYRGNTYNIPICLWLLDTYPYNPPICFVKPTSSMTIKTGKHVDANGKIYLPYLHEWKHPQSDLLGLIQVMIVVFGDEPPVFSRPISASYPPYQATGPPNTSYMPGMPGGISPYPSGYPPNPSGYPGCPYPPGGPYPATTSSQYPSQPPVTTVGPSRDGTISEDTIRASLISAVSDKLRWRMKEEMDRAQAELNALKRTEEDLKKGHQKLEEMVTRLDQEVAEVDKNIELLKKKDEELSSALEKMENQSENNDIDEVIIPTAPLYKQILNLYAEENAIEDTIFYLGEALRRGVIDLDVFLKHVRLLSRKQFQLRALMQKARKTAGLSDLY
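Tsg101 binding domain (10 uM final) was mixed with compound and a FITC-labeled PTAP peptide (50 nM final) in HEPES pH 7.5 buffer with NaCl, Tween 20, EDTA and TCEP; fluorescence polarization was read after 20 min at r.t.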
GALK inh: blocks human galactokinase activity; P51570; Purified GALK, Kinase-Glo residual ATP luminescence; Potency, µM (titrated, usually from 57.5 µM), for inactives: at the highest dose activity change, negative = inhibition, actives largely listed as inhibitors; 0.007% of 270,000 active; AID 1868; further: potency means the concentration at half of the fitted maximal effect; on the % scale 0 is the no-effect control and ±100 the full control effect
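5 nM enzyme, 35 uM ATP, 100 uM galactose, 20 mM HEPES pH8.0, 5 mM MgCl2; 1 h RT; residual ATP by Kinase-Glo Plus luminescence, qHTS format.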
Giardia killer: Giardia lamblia killing; Giardia lamblia trophozoite viability; activity change, % at 7.66 µM, hits read low; 0.15% of 340,000 active; in the data active means activity change below about -80%; inconclusive means between about -30% and that limit;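 further: parasites exposed to compound for two days anaerobically before the ATP read; on the % scale 0 is the no-effect control and ±100 the full control effect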
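ATP-content bioluminescence gauges trophozoite survival. Cells (100/well) receive compound and incubate anaerobically for 48 hrs at 37 deg C; detection reagent follows for 15-30 min at room temperature.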
Tb PFK inh: blocks T. brucei phosphofructokinase | AID 485367 | O15648 | 0.17% of 330,000 active | T. brucei PFK, ADP-Glo luminescence | Potency, µM (series often up to 57.5 µM), inactives show at the highest dose activity, negative = inhibition, usual class: inhibitors;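 further: potency means the concentration at half of the fitted maximal effect; 0% = uninhibited 1x PFK enzyme wells and -100% = no-enzyme wells; nearly all actives have a fitted effect of over 60% in size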
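1.25 nM PFK with 0.5 mM F6P and 0.1 mM ATP in 0.1 M TEA pH 8.0, 5 mM MgCl2, incubated 45 min at room temperature; ADP measured by ADP-Glo luminescence; compounds titrated up to 57 uM.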
Coupling enz: counter-screen for Giardia aldolase inhibitors: coupling enzyme system; coupling enzyme system counterscreen, AmpLite Red fluorescence; activity change, negative = inhibition, % at 58.2 µM, hits read low; 0.67% of 290,000 active; AID 2472; in the data active means activity change below about -30%; further: on the % scale 0 is the no-effect control and ±100 the full control effect
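Counterscreen lacking aldolase: glyceraldehyde-3-phosphate coupling-enzyme reagent preincubated 10 min at RT with compound (at 57.5 uM final), then substrate/coupling system with AmpLite Red added; fluorescence read at 525/598 nm after 20 min RT.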
Integrin act MD: integrin-mediated muscular dystrophy alleviation activation | alpha7betagal myoblasts, beta-gal FDG fluorescence, 48 h | Potency, µM (doses to about 38.3 µM), for the others: at the highest dose activation, actives largely listed as activators | 0.064% of 350,000 active | AID 624291;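 further: potency means the concentration at half of the fitted maximal effect; 100% = response of the positive control SU9516; nearly all actives have a fitted effect of over 60% in size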
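alpha7betagal+/- myoblasts (passage 13, 250/well) treated 48 h at 37C with compounds at 1:260 dilution of DMSO stock. Lysed, then beta-galactosidase activity read as FDG fluorescence (ex 480/em 540) after 30 min, with pre-read for autofluorescence.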
PKM2 act: increases activity of human pyruvate kinase M2; purified PKM2, Kinase-Glo ATP luminescence, activation; response scale: 0% is enzyme alone, no compound; Potency, µM (top dose mostly 57.5 µM), for inactives: at the highest dose activation, usual class: activators; 0.34% of 260,000 active; AID 1631; further: potency means the concentration at half of the fitted maximal effect; on the % scale 0 is the no-effect control and ±100 the full control effect; nearly all actives have a fitted effect of over 55% in size
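hPK-M2, >95% pure; 0.1 mM ADP / 0.5 mM PEP final; imidazole pH7.2 buffer w/ 7 mM MgCl2, 50 mM KCl; 1 h RT; Kinase-Glo lum. Intermediate enzyme activity for dual inhibitor/activator qHTS.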
B2AR arrestin: beta2AR (human) beta-arrestin recruitment activity; beta-arrestin recruitment to beta2AR, cell-based reporter; 0.02% of 330,000 active; P07550; Potency, µM (doses to about 46.1 µM), for inactives: at the highest dose activation, most hits filed as activators;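 further: potency means the concentration at half of the fitted maximal effect; 0% = DMSO controls and full agonism = EC100 isoproterenol or metaproterenol; nearly all actives have a fitted effect of over 65% in size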
ASM inhibitor: inhibitors of human secretory acid sphingomyelinase; P17405; placental ASM, HMU-PC fluorogenic substrate, 60 min; Potency, µM (doses to about 57.5 µM), for inactives: at the top dose activity change, negative = inhibition, most hits filed as inhibitors; 0.006% of 340,000 active; further: potency means the concentration at half of the fitted maximal effect
Target sequence (P17405 47-631 limits assumed): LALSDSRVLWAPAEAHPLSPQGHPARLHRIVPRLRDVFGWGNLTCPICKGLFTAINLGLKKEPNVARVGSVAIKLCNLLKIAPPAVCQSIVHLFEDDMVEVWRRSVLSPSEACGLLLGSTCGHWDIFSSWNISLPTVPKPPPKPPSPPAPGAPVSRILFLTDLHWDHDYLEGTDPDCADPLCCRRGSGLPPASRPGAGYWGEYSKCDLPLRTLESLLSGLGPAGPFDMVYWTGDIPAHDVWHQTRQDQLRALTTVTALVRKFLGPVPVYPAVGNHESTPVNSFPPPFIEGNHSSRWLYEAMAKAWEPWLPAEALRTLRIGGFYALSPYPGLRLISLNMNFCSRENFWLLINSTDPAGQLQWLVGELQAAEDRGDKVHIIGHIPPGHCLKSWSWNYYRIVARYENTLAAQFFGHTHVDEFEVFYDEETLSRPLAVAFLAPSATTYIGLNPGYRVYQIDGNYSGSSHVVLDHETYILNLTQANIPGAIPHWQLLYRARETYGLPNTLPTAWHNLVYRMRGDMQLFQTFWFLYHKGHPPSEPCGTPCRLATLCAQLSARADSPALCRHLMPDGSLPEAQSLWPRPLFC
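Steps: dispense placental human ASM, pin compound, wait 10 min at room temperature, add HMU-PC0 substrate at 9 uM final, incubate 60 min at 37 °C, add stop solution raising pH to 10, read fluorescence.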
BCR signal inh: inhibitors of chronic active B-cell receptor signaling; Potency, µM (titrated, usually from 46.1 µM), for inactives: top-dose ratio change, negative = lower green/red ratio, most hits filed as inhibitors; AID 493014; 0.05% of 340,000 active; ABC-DLBCL IkBa-CBG/CBR reporter, luminescence ratio, 4 h; active means well fitted inhibition curve with a large enough effect in the signal ratio, with a control signal flat, not every such curve was filed as active; inconclusive means small, poorly fitted or top-dose-only effect, or effect the other way, or a change in a side signal; the % refers to the signal ratio;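 further: potency means the concentration at half of the fitted maximal effect; plate controls were basal doxycycline-induced cells for no effect and cells given 10 µM MG132 for full effect; MG132 reads +100%, hits lower the ratio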
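Concentration-response series (up to 46 uM) were applied to TMD8 dual-reporter cells for 4 h at 37C with doxycycline. Green/red ratio, after filter-overlap correction, defined %Activity; red signal alone was normalised to basal cells and zero luminescence.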
Menin MLL FP TR: menin-MLL binding inhibition, Texas Red mutant peptide. Menin + Texas Red MLL mutant peptide, fluorescence polarization. O00255. 0.23% of 270,000 active. AID 1768. Potency, µM (series often up to 61.6 µM), without a hit: at the highest dose FP activity change, negative = inhibition, most hits filed as inhibitors; active means well fitted inhibition curve with a large enough effect in the polarisation, with a control signal flat, not every such curve was filed as active; inconclusive means small, poorly fitted or top-dose-only effect, or effect the other way, or a change in a side signal; inactive means no such curve, though single readings can be large or run the other way; the % refers to the polarisation; further: potency means the concentration at half of the fitted maximal effect; % of control where 0% means no effect; many of its hits are not listed in these tables
* hit, by the source's call; ? = inconclusive; / = not tested or not shown; [ ] = dose if it differs, or a comment. Unless noted, the call rests on the fitted dose curve; in most records, active means well fitted curve in the direction sought with a large enough effect; inconclusive means small, poorly fitted or top-dose-only effect, or another doubt; inactive means no such curve, though single readings can be large; an effect the other way counts as inactive or inconclusive. A portion of the library; count on the stated rates, not on these rows.

Value order: PTAP TSG101 blk | GALK inh | Giardia killer | Tb PFK inh | Coupling enz | Integrin act MD | PKM2 act | B2AR arrestin | ASM inhibitor | BCR signal inh | Menin MLL FP TR
> O=C(O)CNS(=O)(=O)c1c(Cl)cccc1Cl
  -5% | 6% | -6 | -3% | 2 | 26% | 1% | -0.5% | 6% | 2% | /
> CCCc1c(O)nc(SCc2ccccc2)[nH]c1=O
  1% | 2% | -8 | -3% | -6 | 3% | -2% | 0.1% | -2% | 10% | 10%
> CC(C)CCNC(=O)CN1C(=O)NC(c2ccccc2)(c2ccccc2)C1=O
  -5% | 8% | 25 | -2% | 0 | 7% | 5% | -0.4% | -1% | -9% | -24%
> CC(c1ccccc1)N1C(=O)/C(=C/c2ccncc2)SC1=S (stereo unspecified)
  -5% | -5% | 10 | 2% | -2 | -42% | 20% | -0.3% | -14% | ? | /
> Cc1cccc(NC(=O)CSC(N)=O)c1C
  -5% | 0% | -5 | -20% | 5 | -7% | 6% | -0.2% | -3% | 10% | 4%
> COc1ccc(CCNC(=S)NC(=O)c2cccc(Cl)c2)cc1OC
  -3% | -1% | 4 | -1% | 2 | -16% | -5% | 2.8% | -3% | 0% | /
> S=C(NCCN1CCOCC1)Nc1ccc(Nc2ccccc2)cc1
  0% | -1% | 0 | -2% | 0 | -8% | -4% | -0.9% | 7% | 0% | 6%
> Cc1nc(SCC(N)=O)c(C#N)c(C)c1C
  -1% | 2% | -17 | 10% | 0 | -1% | 7% | -0.9% | 0% | 4% | /
> Cc1ccc(NC(=O)C2CCN(C(=O)c3cccs3)CC2)cc1
  -2% | 5% | 7 | -8% | -1 | 2% | 0% | -0.5% | 4% | 0% | -2%
> CC(=O)c1cc(C#N)c(N2CC(C)OC(C)C2)nc1C (stereo unspecified)
  -7% | 0% | 15 | 0% | 1 | 0% | 0% | 0.2% | -5% | 0% | -4%
> O=c1c2c(-c3ccccc3)csc2ncn1/N=C/c1c2ccccc2cc2ccccc12
  -3% | 2% | 3 | -1% | -4 | 11%[7.66 µM] | -3% | -0.2% | -11% | 15% | ?
> C#CC[N+]1(CC#Cc2cccc3ccccc23)CCOCC1
  -2% | 4% | -5 | -2% | 2 | -7% | 0% | -0.7% | 2% | -18% | -7%
> O=Cc1ccc(OCc2ccccn2)cc1
  -4% | 2% | -17 | 1% | 0 | -22% | -7% | -0.2% | 1% | -1% | -11%
> CC(C)c1nnc(NC(=O)CCC(=O)Nc2ccccc2)s1
  -7% | 2% | -23 | -3% | 2 | 5% | -2% | -0.6% | -2% | -7% | /
> Cc1cc(O)cc(C)c1NS(=O)(=O)c1ccc2ccccc2c1
  -1% | 5% | 23 | 1% | -4 | 2% | / | -1.1% | -7% | -6% | 36%[activator]
> COc1ccc(Cl)cc1CN1CCN(c2nc(C)cc(C)c2C#N)CC1
  -25% | 0% | 25 | -2% | -1 | -10% | 2% | 0.0% | 3% | -8% | -15%
> CC(C)(CNC(=O)Cc1ccc(Cl)cc1Cl)N1CCCCC1
  0% | -3% | -1 | 0% | 3 | ? | 7% | -0.4% | 5% | -11% | 0%
> C=CCn1c(SCC(=O)Nc2ccc(F)cc2)nc2ccccc2c1=O
  -11% | -9% | -20 | -2% | 2 | -25% | 1%[11.5 µM] | 1.0% | -5% | 1% | 16%
> COc1ccc(Nc2nc3c([nH]2)c(=O)[nH]c(=O)n3C)cc1
  -1% | 6% | 2 | -1% | 0 | -13% | 0% | -0.8% | 11% | 3% | 13%
> Cc1ccc2nc(-c3ccc(NS(=O)(=O)c4c(C)n(C)c(=O)n(C)c4=O)cc3)sc2c1
  -5% | 4% | 4 | -20% | -8 | -8% | -9% | 4.5% | 80%[activator] | -5% | /
> COc1ccc(CNC(=O)CN2C(=O)C3CCCN3c3ncc(Cl)cc32)cc1 (stereo unspecified)
  6% | -3% | -3 | 2% | 0 | -3% | -2% | 0.2% | 7% | ? | /
> O=C(OCCN1CCOCC1)c1ccccc1
  0% | 0% | -9 | 3% | 0 | 44% | 0%[11.5 µM] | -0.5% | 4% | ? | -22%
> CC1CN(CCCOc2ccc([N+](=O)[O-])cc2)CC(C)O1 (stereo unspecified)
  -1% | 2% | -15 | 1% | 1 | 6% | -16% | -0.4% | -2% | 0% | -4%
> COc1cc(NC(=O)CN2CCC(C)CC2)c(C)cc1[N+](=O)[O-]
  -1% | 1% | -9 | 10% | 2 | 10% | 2% | -0.2% | -1% | 1% | -9%
> CCn1c(C)nnc1SCC(=O)Nc1ccc2c(c1)OCCO2
  -2% | -1% | -14 | 1% | 1 | -51%[inhibitor] | / | -0.6% | 1% | -9% | /
> O=C(Nc1cccc(Cl)c1)c1cc(S(=O)(=O)NCCc2ccc(Cl)cc2)ccc1F
  -3% | 0% | 2 | 4% | 9 | -53%[inhibitor] | -14% | -0.3% | -28% | ? | ?
> CCOC(=O)C1C(=O)NC(N2CCN(c3ccccc3)CC2)=NC1c1ccccc1 (stereo unspecified)
  -1% | -2% | -9 | -4% | 0 | 24% | -1% | 0.1% | 0% | ? | -7%
> c1cc(C2CCN(Cc3nc(-c4ccc5c(c4)OCO5)no3)CC2)ccn1
  0% | 3% | -25 | -7% | 3 | -13% | 9% | -1.0% | 3% | -1% | -4%
> Cc1cccc(NS(=O)(=O)c2ccc(Cl)cc2)n1
  -1% | 5% | 1 | -5% | -3 | 3% | 0%[11.5 µM] | 0.2% | 0% | 2% | 13%
> COc1ccc(C(=O)OCC(=O)NC2CCCCCC2)c(OC)c1
  0% | / | -11 | 0% | / | 6% | / | -0.1% | 5% | 0% | /
> CS(=O)(=O)N(CC(=O)N1CCN(Cc2ccccc2)CC1)c1cccc(Cl)c1
  -1% | -2% | 9 | -3% | 2 | 1% | / | -0.2% | 0% | 0% | -26%
> Cc1noc(C)c1COc1ccc(C(=O)N2CCN(S(=O)(=O)c3ccccc3)CC2)cc1
  -6% | / | -23 | -2% | / | -9% | / | 0.0% | 4% | ? | /
> Cc1nn(-c2ccccc2)c2sc(C(=O)N3CCc4ccccc4C3)cc12
  -3% | 1% | -18 | -3% | -8 | 24% | 6% | 0.3% | -15% | ? | -15%
> O=[N+]([O-])c1cccc(-c2cnc3ccccc3n2)c1
  -3% | -2% | -23 | -7% | -1 | -25% | -5% | -0.7% | -3% | ? | /
> CC1(C)CC2CC(C)(CN2c2ncnc3ccccc23)C1 (stereo unspecified)
  -8% | 1% | 3 | -4% | 5 | -47%[inhibitor] | -4% | 5.8% | 11% | -1% | -30%
> CCN(CC)c1ncnc2c1ncn2Cc1c(Cl)cccc1Cl
  -6% | 0% | -3 | -2% | 3 | -10% | -3% | 0.1% | -1% | 11% | -14%
> COc1ccc(C(=O)N/C(N)=N/c2nc3ccccc3o2)cc1
  -5% | 11% | -4 | -3% | 0 | 23% | -4% | -0.2% | 13% | 3% | 3%
> O=C(COC(=O)c1cc(S(=O)(=O)N2CCCCC2)ccc1Cl)NCc1ccco1
  -3% | 8% | -19 | 2% | 2 | 18% | -8% | -0.6% | -1% | 3% | 9%
> Cc1ccnc(N2C(=O)C3C4CC(C(Br)C4Br)C3C2=O)c1 (stereo unspecified)
  -2% | -1% | -3 | -1% | -1 | 25% | 0% | 0.0% | 2% | 11% | /
> COc1ccc(Cc2nnc(SCC(=O)N3CCCC3)o2)cc1
  -4% | 1% | 4 | -1% | 3 | 18% | -7% | 0.0% | 2% | 0% | 11%
> COc1ccc(C(=O)NCc2nnc(SCC(=O)c3ccccc3)o2)cc1
  -2% | 0% | 6 | 0% | 4 | -16% | / | -0.4% | -1% | 6% | -2%
> CC(C)Sc1nc2c(cnn2-c2ccc(Cl)cc2)c(=O)[nH]1
  0% | 4% | -9 | 1% | 3 | 2% | / | 0.3% | -2% | -5% | 10%
> COC(=O)c1cc(Cl)c(NC(=O)Cc2ccccc2)cc1OC
  -5% | -1% | 16 | 0% | 0 | 15% | -1% | 0.0% | -2% | 0% | -8%

Part of the list above, reduced to Tb PFK inh and GALK inh.
SMILES,Tb PFK inh,GALK inh
Cc1nn(-c2ccccc2)c2sc(C(=O)N3CCc4ccccc4C3)cc12,-3%,1%
CC(C)Sc1nc2c(cnn2-c2ccc(Cl)cc2)c(=O)[nH]1,1%,4%
CC1(C)CC2CC(C)(CN2c2ncnc3ccccc23)C1 (stereo unspecified),-4%,1%
